Source: PubChem (several laboratories)
SRC3 inh = SRC3 coactivator transcriptional activity inhibitors, primary screen, cell-based, luminescence; Nuclear receptor coactivator 3 (Homo sapiens), Q9Y6Q9; hit rate 0.17% among 360,000; inhibition, % at 3.6 µM; HEK293 GAL4-SRC3 luciferase reporter;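 active = inhibition above a per-campaign cutoff, the mean of all compounds plus 3 SD, cut at about 60% in these data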;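 also: 0% = DMSO-treated cells and 100% = gossypol-treated cells at 36 µM; higher means less SRC3-driven luciferase light from the GAL4 reporter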
NOD2-RIPK2 inh = NOD2-RIPK2 binding disruptors in cells, primary screen, fluorescence, CHO cells, BLA complementation | Receptor-interacting serine/threonine-protein kinase 2 (Homo sapiens), O43353 | CCF4 ratio | inhibition, % at 4.98 µM | hit rate 0.38% among 360,000 | AID 624267, 2012; in the data active = inhibition above about 21%;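 also: 0% = vehicle only and 100% = reference blocker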
EBV LMP1 NFkB = EBV LMP1-driven NF-kappaB luciferase reporter inhibitors, primary screen, cell-based, luminescence, single point. AID 504558, 2011. hit rate 0.69% among 350,000. LMP1-induced NF-kappaB luciferase reporter cells. inhibition, % at 12.5 µM; in the data active = inhibition above about 41%;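 also: 0% = neutral control wells and 100% = reference inhibitor control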
TLR9-MyD88 inh = inhibitors of TLR9-MyD88 association in cells, primary screen, cell-based, CHO, BLA complementation, fluorescence; Toll-like receptor 9 (Homo sapiens) + Myeloid differentiation primary response protein …; CCF4 FRET ratio; inhibition, % at 4.98 µM; hit rate 0.21% among 340,000; AID 504734, 2011;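 active = inhibition above the mean over all tested compounds plus 3 SD, cut at about 21% in these data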;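 also: 0% = DMSO only wells and 100% = clavulanate BLA inhibitor control wells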
MC4R antagonist = MC4R antagonists of cAMP signaling, primary screen, cell-based, TR-FRET, antagonist arm of biased-ligand search. MC4R-expressing cells, MTII-stimulated cAMP, LANCE TR-FRET. inhibition, % at 6.5 µM. AID 540295, 2011. Melanocortin receptor 4 (Homo sapiens), P32245. hit rate 0.48% among 360,000;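 active = inhibition above its plate's cutoff, the mean of tested wells on that plate plus 3 SD, cut at about 29% in these data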;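 also: 0% = Melanotan II alone and 100% = Melanotan II plus saturating MCL0020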
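Assay system: U2OS cells stably expressing human melanocortin 4 receptor (MC4R) / Dosing: 6.5 µM / Timing: compound 30 min, challenge 1 h, detection 1 h / Measured by: Eu-cAMP/anti-cAMP TR-FRET, emission 671 nm / Replicates: singlicate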
ABHD5 PLIN5 PPI = ABHD5-PLIN5 interaction inhibitors, primary screen, cell lysate, split luciferase complementation, luminescence; Perilipin-5 (Homo sapiens) + 1-acylglycerol-3-phosphate O-acyltransferase ABHD5 (Homo …; inhibition, % at 4 µM; hit rate 0.78% among 360,000; Split G. princeps luciferase complementation, 4 h;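 active = inhibition above the mean inhibition across every tested compound plus 3 SD, cut at about 22% in these data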;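 also: 0% = DMSO only wells and the 100% control is not disclosed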
NR5A2 inv ag = LRH-1 (NR5A2) inverse agonists, primary screen, cell-based, luminescence, HEK293T, StAR-luciferase reporter. LRH-1 transfected, 24 h. inhibition, % at 3.6 µM. hit rate 0.13% among 360,000. AID 602396, 2012;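 active = inhibition above the mean inhibition of all tested compounds plus 3 SD, cut at about 73% in these data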;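 also: 0% = DMSO wells and 100% = reporter-only cells lacking LRH-1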
NCOA2 inhibitor = inhibition of GAL4-SRC2 driven luciferase reporter, primary screen, SRC2 inhibitor project, cell-based, luminescence; Nuclear receptor coactivator 2 (Homo sapiens), Q15596; HEK293 GAL4-SRC2 luciferase reporter; inhibition, % at 9 µM; hit rate 0.17% among 370,000;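 active = inhibition above the mean inhibition of all tested compounds plus 3 SD, set per campaign, cut at about 52% in these data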;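 also: 0% = DMSO treated cells and 100% = cells given Gossypol at 36 µM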
Target sequence (Q15596 whole entry, looked up, the tested form may be a part): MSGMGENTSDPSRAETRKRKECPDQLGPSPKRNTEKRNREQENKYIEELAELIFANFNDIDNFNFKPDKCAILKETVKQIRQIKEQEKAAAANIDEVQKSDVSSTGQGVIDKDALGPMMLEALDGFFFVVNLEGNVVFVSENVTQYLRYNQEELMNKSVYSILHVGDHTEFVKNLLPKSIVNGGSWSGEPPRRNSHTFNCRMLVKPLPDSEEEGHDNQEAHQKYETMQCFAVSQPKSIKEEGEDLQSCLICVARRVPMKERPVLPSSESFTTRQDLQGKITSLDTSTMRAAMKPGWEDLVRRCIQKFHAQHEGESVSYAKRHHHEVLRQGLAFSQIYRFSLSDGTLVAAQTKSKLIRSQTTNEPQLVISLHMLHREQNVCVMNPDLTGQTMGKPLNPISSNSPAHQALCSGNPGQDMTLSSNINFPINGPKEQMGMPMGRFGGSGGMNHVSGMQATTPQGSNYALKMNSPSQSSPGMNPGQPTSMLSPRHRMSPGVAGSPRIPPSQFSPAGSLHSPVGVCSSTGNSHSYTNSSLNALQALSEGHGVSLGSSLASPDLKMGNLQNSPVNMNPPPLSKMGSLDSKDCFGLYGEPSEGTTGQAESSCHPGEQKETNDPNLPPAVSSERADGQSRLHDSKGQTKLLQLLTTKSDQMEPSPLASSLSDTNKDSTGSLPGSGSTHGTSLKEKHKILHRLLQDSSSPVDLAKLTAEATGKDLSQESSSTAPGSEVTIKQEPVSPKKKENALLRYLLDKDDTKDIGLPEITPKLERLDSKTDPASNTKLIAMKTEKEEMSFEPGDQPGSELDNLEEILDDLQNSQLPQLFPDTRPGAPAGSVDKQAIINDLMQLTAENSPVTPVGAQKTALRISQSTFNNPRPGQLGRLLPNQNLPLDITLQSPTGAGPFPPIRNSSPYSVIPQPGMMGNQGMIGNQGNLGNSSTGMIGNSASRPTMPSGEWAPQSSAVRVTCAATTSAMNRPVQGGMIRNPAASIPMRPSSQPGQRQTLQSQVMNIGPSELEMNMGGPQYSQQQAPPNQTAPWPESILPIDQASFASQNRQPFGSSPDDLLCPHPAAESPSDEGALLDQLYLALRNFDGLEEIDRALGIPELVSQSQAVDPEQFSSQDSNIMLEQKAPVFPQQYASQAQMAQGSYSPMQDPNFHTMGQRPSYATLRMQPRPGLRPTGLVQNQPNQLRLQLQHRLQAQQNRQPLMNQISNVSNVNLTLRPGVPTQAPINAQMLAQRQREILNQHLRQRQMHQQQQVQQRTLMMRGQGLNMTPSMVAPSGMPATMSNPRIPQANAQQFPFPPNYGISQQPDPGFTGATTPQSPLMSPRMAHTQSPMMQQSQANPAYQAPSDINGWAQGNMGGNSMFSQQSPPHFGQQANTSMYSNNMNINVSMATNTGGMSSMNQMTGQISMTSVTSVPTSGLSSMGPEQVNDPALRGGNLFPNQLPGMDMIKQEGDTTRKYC
NCOA1 inh = SRC1 coactivator transcriptional activity inhibitors, primary screen, cell-based, luminescence; Nuclear receptor coactivator 1 (Homo sapiens), Q15788; HEK293 GAL4-SRC1 luciferase reporter; inhibition, % at 3.6 µM; hit rate 0.12% among 360,000; AID 588354, 2011;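 active = inhibition above the campaign mean plus 3 SD, with each screening campaign given its own cutoff, cut at about 60% in these data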;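 also: 0% = DMSO treated cells and 100% = gossypol at 36 µM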
MC4R ag barr = MC4R agonists recruiting beta-arrestin, primary screen, cell-based, luminescence, agonist arm of biased-ligand search. Melanocortin receptor 4 (Homo sapiens), P32245. hit rate 0.98% among 360,000. AID 540308, 2011. activation, % at 8.9 µM. U2OS MC4R beta-arrestin complementation; percent of melanotan II response, DMSO zero;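 active = activation above a per-plate cutoff, the mean activation of sample wells on that plate plus 3 SD, cut at about 8% in these data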
COUP-TFII inh = NR2F2 transcriptional activity inhibitors, primary screen, cell-based, luciferase reporter, HEK293T, luminescence | HEK293T NGFI-A luciferase reporter | inhibition, % at 8.6 µM | hit rate 0.7% among 370,000 | AID 686940, 2013;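 active = inhibition above a per-plate cutoff, mean inhibition of test wells between control levels plus 3 SD, cut at about 38% in these data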;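 also: cells cotransfected with COUP-TFII expression vector driving the NGFI-A reporter; 0% = median of COUP-TF2 test wells and 100% = reporter-only cells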
* marks the source's active call; other numbers are inactive results; nt = no result given. Not all compounds are listed; rates above refer to the full screens.

SMILES	SRC3 inh	NOD2-RIPK2 inh	EBV LMP1 NFkB	TLR9-MyD88 inh	MC4R antagonist	ABHD5 PLIN5 PPI	NR5A2 inv ag	NCOA2 inhibitor	NCOA1 inh	MC4R ag barr	COUP-TFII inh
CC(C)CC1NC(C(=O)O)Cc2c1[nH]c1ccccc21 (stereo not given)	-11	2	3	0	15	-7	-16	-17	-3	0.7	-10
Cc1cc(-c2ccccc2C(=O)NCc2ccccc2)on1	-2	0	-4	4	2	1	-2	11	-4	-1.5	1
COc1cccc(-c2cc(-c3cccnc3)nc(N)c2C#N)c1	8	-9	-1	5	-1	7	14	19	4	0.6	-8
COc1ccc(CNCC(C)NCc2ccc(OC)c(OC)c2)cc1OC (stereo not given)	-7	-4	10	5	1	-2	1	-2	4	-2.0	-4
CN(C)S(=O)(=O)c1cccc(-c2csc(=Nc3ccccc3)n2CCCN2CCOCC2)c1	-3	0	-4	-12	-4	1	-21	-45	6	-3.3	1
Cc1ccc(NC(=O)COC(=O)C2CC2)cc1S(=O)(=O)N1CCOCC1	-5	-1	-6	4	6	-2	5	14	-15	-0.5	2
O=C(c1sc2cccc(Cl)c2c1Cl)N1CCN(CCc2ccccn2)CC1	17	10	1	-2	-3	4	-5	-10	12	-2.8	-6
N#Cc1ccccc1S(=O)(=O)N1CCN(C(=O)CN2CCCC2c2cccs2)CC1 (stereo not given)	-4	-5	-6	-6	-1	-11	16	14	3	-0.8	-14
CCCCN(Cc1ccccc1)C(=O)c1cnc2n(c1=O)CCS2	11	-3	0	1	-8	-2	10	9	0	-0.7	-8
CCc1c(C)c2c(C)nn(-c3ccccc3)c2oc1=O	-29	4	-3	-1	8	-8	11	2	-6	-0.6	2
CSc1sc(C)cc1/C=N/O	17	-3	2	-6	3	-1	4	-22	-7	0.4	12
O=C(CSc1n[nH]c(=O)[nH]c1=O)c1ccc(Cl)cc1Cl	28	3	-1	2	-1	-1	0	-11	4	-1.9	-32
CNS(=O)(=O)c1ccc(N=Cc2c(C)[nH]n(-c3ccc(C)cc3C)c2=O)cc1	15	-2	0	nt	5	4	-1	-7	-6	-1.4	4
CCCCCCCNC(=O)C1(CC2CC(c3cccc(Br)c3)=NO2)CCN(C(=O)CCCCCBr)CC1 (stereo not given)	4	-11	12	-9	-2	18	10	-6	13	5.0	6
CC(=O)c1ccc(OCc2ccc(Oc3c(Cl)cccc3[N+](=O)[O-])cc2)cc1	11	-11	3	20	2	-3	15	4	6	1.4	-8
Cc1cc(C)c(NC(=O)CO/N=C2\CCCc3nonc32)c(C)c1	4	-7	-9	-6	8	4	-2	-15	-21	2.1	-10
CCN(C(=O)COC(=O)c1cnc(C)cn1)C1CCCCC1	-24	-7	5	12	10	-2	7	-2	-17	-0.6	-3
Cc1ccc2[nH]c(=O)c(CN(Cc3cccnc3)Cc3nnnn3CC3CCCO3)cc2c1 (stereo not given)	10	7	-16	-11	-2	2	-7	-18	-2	-1.7	27
CN(Cc1ccccn1)C(=O)C1CCC(=O)N(CCc2ccc(Cl)cc2)C1 (stereo not given)	7	-7	7	3	11	-3	1	21	-25	-3.2	-14
COc1ccccc1Nc1nc(NCCCCO)nc(N2CCCC2)n1	4	2	5	10	-1	0	42	9	0	-0.9	16
O=S(=O)(Nc1ccc(S(=O)(=O)Nc2cccc3ccccc23)cc1)c1ccccc1	2	-10	-2	-1	2	-16	0	-8	-9	-1.6	3
O=Cc1ccc2ccc3cccnc3c2n1	-2	4	-5	7	5	-9	37	-20	14	-1.8	9
CC(=O)N1CCN(Cc2cc(=O)oc3cc(C)cc(C)c23)CC1	13	3	nt	nt	nt	9	12	-4	-17	nt	4
NC(=S)NN=C1CCCC(C(F)(F)F)C1 (stereo not given)	0	-13	-3	-2	3	-10	18	17	4	-2.1	-2
O=C(NCc1ccc(F)cc1)c1cc(C2CCCCN2S(=O)(=O)c2cccc3cccnc23)on1 (stereo not given)	1	2	nt	nt	-5	2	16	-17	-3	-0.2	-7
O=C(Nc1ccc(SC(F)F)cc1)c1ccc2c(=O)n3c(nc2c1)CCC3	-43	0	11	-7	-11	-17	-25	-32	-39	5.9	-9
CCOc1cc(/C=N/Nc2nc(-c3cccs3)c(NC(C)=O)s2)ccc1O	8	-3	-10	2	7	-10	32	-12	14	-0.2	11
Cc1ccc2c(cnn2C(=O)CCCC(=O)NCc2ccc(Cl)cc2)c1	-7	-3	-5	-3	-6	4	2	12	4	8.6*	-6
CCNC1CCC(Nc2ccnc3cc(Cl)ccc23)CC1 (stereo not given)	7	14	-13	8	-5	10	-8	-13	6	-1.1	9
O=C(Nc1cccc(C(=O)O)c1)/C(=C\c1ccccc1)NC(=O)c1ccccc1	2	6	8	15	7	1	1	-18	-4	-4.2	18
CCc1ccccc1NC(=O)C1CCCN(S(=O)(=O)c2ccc3c(c2)CC(C)N3C(C)=O)C1 (stereo not given)	9	-9	4	-9	6	-1	18	14	8	0.3	14
O=C(CCC1CCCN(Cc2ccc3c(c2)OCCO3)C1)NCc1ccc(F)c(F)c1 (stereo not given)	-4	3	5	-7	-2	5	3	-4	-2	-2.0	4
COc1cccc(OC)c1C(=O)Nc1ccc(N2CCN(C(=O)c3ccco3)CC2)cc1	-39	2	-1	-12	17	4	-34	-17	-17	-1.9	-14
Cc1cc(C)cc(NC(=O)CSc2nc(N)c(NC(=O)c3ccc(Br)o3)c(=O)[nH]2)c1	-2	-4	2	-7	3	-7	16	17	-5	-3.0	0
CCC(=O)NNc1ncnc2c1cnn2C	10	5	0	-7	8	0	-5	1	4	-1.7	1
CCSc1nc2ccccc2n1Cc1cccc([N+](=O)[O-])c1	9	-1	1	1	6	-7	-28	11	-4	-3.1	1
O=C(c1cc2c(s1)CCC2)N1C(=O)c2ccccc2S1(=O)=O	22	-21	-14	-2	0	7	-5	-5	13	4.8	2
CC(=O)C1=C(c2ccccc2)NC(=S)NC1c1cc(Cl)c(OC(C)C)c(Cl)c1 (stereo not given)	2	1	18	-9	7	-14	-29	20	7	-0.6	11
Cc1cc(C)cc(-n2c(C)cc(/C=N/NC(=O)c3ccncc3)c2C)c1	5	6	-1	-2	3	4	7	15	-1	-0.9	10
COc1ccc(C(=O)OCC(=O)N2CCN(S(=O)(=O)c3ccc(C)cc3)CC2)cc1[N+](=O)[O-]	0	-9	-1	-13	8	86*	-10	-2	-12	0.4	12
COC(=O)c1ccc(NC(=S)NCCc2ccccc2)cc1	-3	-9	-7	-9	4	-3	-59	-34	-67	-1.3	-8
CCCC(=O)Nc1cc(-c2nc3ncccc3o2)ccc1C	-10	7	3	4	17	6	-3	7	-12	-0.5	5
Cc1ccnc(NC(=O)CCNC(=O)c2ccc(Br)cc2)c1	-33	-13	-13	-12	-3	5	-33	-65	-13	-0.6	-3
Cn1cnnc1SCC(=O)NCCc1ccc(Cl)cc1Cl	8	-4	-7	-1	21	1	2	1	-6	-4.8	3
c1ccc(-c2cnc(-c3ccccn3)nn2)cc1	-97	14	13	1	3	-6	-145	-20	-98	-1.8	-22
CC(C)=CCN1CCC(n2nccc2NC(=O)c2ccccc2Cl)CC1	6	-10	-1	-11	1	-1	-8	-15	-50	0.0	-5
COc1ccc(-c2cc(=Nc3ccc(C)cc3)c3ccccc3o2)cc1	-10	-12	3	10	2	-1	-40	-16	-21	-2.9	-13
C=C1CCC[C@]2(C)C[C@H]3OC(=O)C(CNCC(OC)OC)[C@H]3CC12 (stereo not given in full)	-16	1	18	2	6	3	19	13	-1	-1.6	0
COCCN1CCN(C(=O)c2ccc3nc(Cc4ccc(OC)c(OC)c4)oc3c2)CC1	20	-17	33	3	2	1	37	12	24	-0.2	49*
O=C(CCn1c(=O)sc2ccccc21)Nc1cccnc1	1	-4	-8	-4	-7	2	6	9	-15	0.3	18
CN(CCc1ccccc1)C(=O)c1cccc(NC(=O)Cc2cccc(NC(=O)C3CCCN(S(=O)(=O)c4cccc([N+](=O)[O-])c4)C3)c2)c1 (stereo not given)	4	-1	0	11	4	7	-27	-42	1	-1.8	19
COc1ccccc1CN1C[C@@H]2C[C@@H](c3ccc(C)c(C)c3)N3CCC[C@@]23C1=O	4	-5	4	-3	13	-6	17	-43	1	1.5	32
O=S(=O)(Cc1ccccc1Cl)NCCOc1ccccc1	9	9	-1	-7	11	1	-2	2	-1	0.4	3
O=C(Cn1cnc2ccccc2c1=O)N1CCOCC1	-26	-9	1	1	5	3	-6	-19	7	-2.3	4
CN(Cc1ccccc1F)C(=O)c1ccc(NS(=O)(=O)c2ccc3[nH]c(=O)[nH]c3c2)cc1	7	-8	7	0	4	1	4	15	10	1.3	-12
Clc1ccccc1C1CC(c2ccccc2)Nc2ncnn21 (stereo not given)	10	-1	-5	-4	-2	2	-6	10	2	-0.8	-15
CN(C)/C=C1\C(=O)NN=C1C(F)(F)F	7	-1	3	-3	1	4	8	-22	-3	-0.6	-6
CCOc1ccccc1N1CCN(C(=S)NC(=O)C23CC4CC(CC(C4)C2)C3)CC1	17	7	11	-18	19	5	-21	-36	-2	2.8	9
COCc1[nH]nc2c1C(c1ccnc3ccccc13)C(C#N)=C(N)O2 (stereo not given)	6	-6	1	6	8	8	13	-9	0	-1.2	11
Cn1cc([C@]2(O)C(=O)Nc3ccc(OC(F)(F)F)cc32)c2ccccc21	nt	-3	nt	nt	nt	1	12	8	nt	nt	-6
CCOC(=O)C1=C(C)c2ccccc2OC1(CC)C(=O)OCC (stereo not given)	10	2	-4	-3	4	-14	0	-3	12	3.4	-15
